M5 ag = agonists of human muscarinic M5 receptor (CHRM5) | CHO-K1 hM5 cells, Fluo-8 calcium fluorescence; 0% DMSO wells, 100% maximal acetylcholine response | P08912 | AID 624037 | 0.19% of 360,000 active | activation, % at 3 µM;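 active means activation above the run's mean over test compounds plus 3 SD, cut at about 23% in these data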;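 further: signal is peak over basal fluorescence ratio across the kinetic read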
Target sequence (P08912 whole entry, looked up): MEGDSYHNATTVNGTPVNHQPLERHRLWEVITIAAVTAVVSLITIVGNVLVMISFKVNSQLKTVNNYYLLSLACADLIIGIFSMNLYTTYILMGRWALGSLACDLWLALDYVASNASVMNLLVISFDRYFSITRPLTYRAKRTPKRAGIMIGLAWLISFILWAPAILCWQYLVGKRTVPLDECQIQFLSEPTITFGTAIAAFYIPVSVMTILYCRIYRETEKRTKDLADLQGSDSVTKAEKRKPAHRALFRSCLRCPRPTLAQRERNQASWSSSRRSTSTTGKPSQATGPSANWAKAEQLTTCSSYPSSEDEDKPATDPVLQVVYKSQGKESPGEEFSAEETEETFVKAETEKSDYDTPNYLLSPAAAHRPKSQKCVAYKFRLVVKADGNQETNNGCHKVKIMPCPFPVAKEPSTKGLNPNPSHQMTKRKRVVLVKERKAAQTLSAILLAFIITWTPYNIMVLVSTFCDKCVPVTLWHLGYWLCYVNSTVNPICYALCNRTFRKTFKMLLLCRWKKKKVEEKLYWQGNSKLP
M1 PAM = potentiates human M1 receptor response to acetylcholine; 0.088% of 360,000 active; activation, % at 3 µM; CHO-K1 hM1, Fluo-8 calcium fluorescence, ACh EC20; 0% = ACh EC20, 100% = maximal ACh; P11229; in the data active means activation above about 19%, passing the limit was not always enough
Target sequence (P11229 whole entry, looked up): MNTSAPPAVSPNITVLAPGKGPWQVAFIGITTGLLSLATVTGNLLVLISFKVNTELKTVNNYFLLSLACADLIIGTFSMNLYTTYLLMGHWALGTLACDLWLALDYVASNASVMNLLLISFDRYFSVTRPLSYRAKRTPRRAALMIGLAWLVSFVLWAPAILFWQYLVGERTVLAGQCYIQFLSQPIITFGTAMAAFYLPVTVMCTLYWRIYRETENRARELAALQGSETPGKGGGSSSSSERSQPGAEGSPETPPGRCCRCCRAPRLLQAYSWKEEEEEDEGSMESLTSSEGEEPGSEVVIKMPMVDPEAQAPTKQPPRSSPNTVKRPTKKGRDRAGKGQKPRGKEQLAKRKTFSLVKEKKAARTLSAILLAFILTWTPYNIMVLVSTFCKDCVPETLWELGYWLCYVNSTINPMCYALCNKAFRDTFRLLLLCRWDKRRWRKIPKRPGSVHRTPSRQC
M4 antag = antagonists of human muscarinic M4 receptor (CHRM4). P08173. CHO-hM4 cells, ACh EC80, Fluo-8 calcium fluorescence. inhibition, % at 3 µM. 0.73% of 360,000 active. AID 624125;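 active means inhibition above its plate's cutoff, the mean inhibition of sample wells plus 3 SD, cut at about 27% in these data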;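 further: 0% = acetylcholine EC80 with DMSO and 100% = DMSO without agonist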
CRFR2-BP antag = antagonists of CRF-binding protein/CRF-R2 receptor complex | HEK293 CRF-R2/CRF-BP, CRF-induced calcium fluorescence | inhibition, % at 11.8 µM | 0.59% of 350,000 active;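 active means inhibition of the ligand-induced calcium signal above about 50% at the single tested concentration, limit read from the data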
M4 ag = agonists of human muscarinic M4 receptor (CHRM4). CHO-K1 hM4/Gqi5, Fluo-8 calcium fluorescence; vehicle 0%, full acetylcholine response 100%. P08173. 0.14% of 360,000 active. AID 624127. activation, % at 3 µM;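 active means activation above the run mean over all test wells plus 3 SD, cut at about 32% in these data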;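 further: peak over basal fluorescence ratio per well then scaled between controls; 0% = DMSO wells and 100% = acetylcholine at EC100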
M4 PAM = CHRM4 positive allosteric modulation | P08173 | CHO-K1 hM4/Gqi5, Fluo-8 calcium fluorescence, ACh EC20; 0% = ACh EC20, 100% = maximal ACh | activation, % at 3 µM | 0.4% of 360,000 active | AID 624126;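 active means activation above its plate's cutoff, the mean activation of sample wells plus 3 SD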; further: some results filed as inactive read as strong as hits
CHRM5 PAM = potentiates acetylcholine response at human M5 receptor; 0.3% of 360,000 active; CHO-K1 hM5, Fluo-8 calcium, ACh EC20 PAM; 0% = ACh EC20, 100% = ACh EC100; AID 624038; P08912; activation, % at 3 µM;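 active means activation above the run cutoff, the mean activation of all test compounds plus 3 SD, cut at about 18% in these data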
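system = human M5 receptor in CHO-K1 cells | reagent = EC20 acetylcholine as agonist stimulus | compound dosing = single-point, 3 µM nominal | incubation = Fluo-8 loading 80 min at 37 °C plus 30 min room temperature | detection = Fluo-8 calcium dye fluorescence, kinetic read | benchmarks = low control EC20 acetylcholine (0%), high control EC100 acetylcholine (100%)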
M5 antag = antagonists of human muscarinic M5 receptor (CHRM5). P08912. 0.59% of 360,000 active. inhibition, % at 3 µM. CHO-hM5 cells, Fluo-8 calcium fluorescence, ACh EC80. AID 624040;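 active means inhibition above a per-plate cutoff, the mean of that plate's test compounds plus 3 SD, cut at about 27% in these data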;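 further: 0% = acetylcholine EC80 with DMSO and 100% = DMSO without agonist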
CRFR2-BP ag = CRF-BP/CRF-R2 complex agonism. HEK293 CRF-R2/CRF-BP, calcium dye fluorescence (FLIPR); percent of saturating CRF peptide response. activation, % at 13.2 µM. 0.46% of 350,000 active. AID 588473;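 active means activation of at least 50%, plus an integration ratio under a set limit after plate pattern correction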;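 further: plate controls were neutral control wells without compound for no effect and CRF at EC100 for full effect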
* hit, by the source's call. Random draw from the library; any-hit rate near 2.6%.

structure,M5 ag,M1 PAM,M4 antag,CRFR2-BP antag,M4 ag,M4 PAM,CHRM5 PAM,M5 antag,CRFR2-BP ag
O=C(CCC(=O)N(CC(=O)NC1CCCCC1)Cc1ccccc1)Nc1nccs1,-3.1,-0.6,-4.6,-12.2,1.2,-0.1,-3.7,10.0,-1.3
O=C(C1CCCN(Cc2ccccc2[N+](=O)[O-])C1)N1CCCC1 (configuration not stated),2.2,10.7,0.9,3.6,-0.1,3.0,0.3,3.4,2.5
Cc1ccc(CCNS(=O)(=O)c2ccc3c(c2)NC(=O)CCS3)cc1,2.1,2.2,-7.6,-5.2,7.0,4.8,1.8,-14.1,-0.6
Cc1ccc(/C(O)=C2\C(=O)C(=O)N(Cc3cccnc3)C2c2ccccc2[N+](=O)[O-])cc1 (configuration not stated),-1.5,8.8,4.4,21.5,-1.5,18.3,8.9,-5.9,1.2
NNC(=O)c1cc(C23CC4CC(CC(C4)C2)C3)nc2ccccc12,-0.2,5.1,10.2,-8.0,0.8,-2.6,2.7,5.4,0.8
CC(=O)Nc1ccc(C(=O)N/N=C/c2ccc(F)cc2)cc1,1.4,-0.7,-14.0,45.0,0.9,5.8,6.8,3.9,1.3
CN(C(=O)CC1C(=O)NCCN1Cc1ccoc1)C1CCOCC1 (configuration not stated),-3.3,12.5,-1.9,2.7,0.9,3.6,-3.6,13.2,0.2
CC(Sc1nncs1)C(=O)NCc1ccc2c(c1)OCO2 (configuration not stated),-5.4,4.3,2.3,10.2,0.6,-2.4,2.0,-1.1,-0.8
O=C(NCCCCNC(=O)c1ccccc1Cl)c1ccccc1Cl,-3.6,5.8,-15.6,-4.6,1.9,9.6,3.4,-3.8,0.1
COc1ccc(-c2oc3ccc(N4CCOCC4)cc3c2/C=C/c2ccc(OC)c(OC)c2)cc1,1.4,15.6,5.9,-2.0,0.9,0.0,2.7,-14.4,1.2
COCCCNc1nnc(Cc2ccc(Cl)cc2)c(=O)[nH]1,0.5,-3.6,-1.2,3.3,0.2,1.5,-0.6,7.3,1.0
O=C(CNC1CCCCC1)NCC1(c2ccccc2)CCCC1,-6.4,-11.7,8.6,-91.0,3.4,-9.3,-11.9,27.1*,1.0
Cc1cc(Nc2ccccc2)n(-c2cccc(Cl)c2)n1,-4.1,3.0,0.8,16.3,-3.1,4.1,-0.8,-0.1,-1.1
Cc1c(NS(C)(=O)=O)cccc1-c1nc2cccnc2s1,1.5,13.9,-12.9,-6.0,3.5,7.5,-5.1,4.0,10.2
CSCC[C@@H](C(=O)NCCCCCCCCCCC(=O)N1CCN(C(=O)OC(C)(C)C)CC1)n1cc(CCO)nn1,-4.9,-24.7,-14.7,-5.8,20.2,-11.8,-17.6,5.3,-0.1
c1ccc(OCc2noc(CN3CC[C@@H]4CCCC[C@H]4C3)n2)cc1,10.2,12.1,-0.3,6.8,2.2,5.5,21.6*,7.4,-0.2
COc1ccc(CCNC(=O)CSc2ccc(-c3ccco3)nn2)cc1OC,-1.8,13.1,-1.9,-3.5,2.6,5.3,3.5,6.4,-2.7
CCOC(=O)c1ccc(N2CCN(c3ccccc3F)CC2)c(NC(=O)Nc2cccc(OC)c2)c1,-1.4,-12.2,2.6,-20.7,2.7,4.2,-19.6,45.4*,4.5
OC(CN1CCN(c2ccccn2)CC1)Cn1c2ccccc2c2ccccc21 (configuration not stated),2.9,0.0,3.5,-63.1,16.0,-9.5,-5.0,5.0,7.1
O=C(Nc1ccc(NC(=O)C2CC2)cn1)c1ccccc1Cl,-0.5,7.4,-6.0,4.0,0.8,5.5,2.9,-0.1,-0.1
CCN(CC)S(=O)(=O)c1ccc(NC(=S)Nc2ccccc2)cc1,-1.9,16.7,-5.5,3.0,1.7,-6.7,-3.8,-5.8,-0.1
COc1ccc2[nH]c3c(c2c1)CCN1C(=O)C(CC(=O)NCCc2ccccn2)C[C@H](C(=O)N2CCOCC2)[C@@]31CCC1CCCC1 (some centres not stated),-1.2,8.6,-19.2,-7.1,0.3,8.8,-0.6,-2.2,-0.9
COc1ccc(-c2csc(Nc3cccnc3)n2)cc1OC,0.1,5.6,-6.4,8.3,7.2,-7.1,2.6,-1.7,-1.2
CSC1=NC2(CCCCC2)C2=C(CCCC2)N1,-6.0,2.9,-12.9,0.2,1.3,8.2,-3.6,1.6,-1.0
CCCOC(=O)c1ccc(Oc2cn[nH]c2-c2ccc(OC)cc2O)cc1,3.4,4.7,-7.6,-7.0,0.2,-0.3,-2.0,-0.6,-0.3
Cc1ccc2cc(C#N)c(SCC(=O)N3CCCC3)nc2c1,2.1,10.2,-4.4,3.6,-0.1,6.7,9.1,-4.7,-1.4
COc1ccc(C(C(=O)NCC2CCCO2)N(C(=O)CNC(=O)c2cccs2)c2ccc(NC(C)=O)cc2)cc1OC (configuration not stated),1.1,9.4,0.5,7.4,0.6,-5.0,1.8,-1.9,-1.2
Cc1cccn2cc(CNC(=O)c3ccco3)nc12,0.0,2.0,6.3,9.7,-0.1,-4.8,0.7,1.7,3.2
COc1ccc(Nc2nc(NCCCN3CCOCC3)nc(N)c2[N+](=O)[O-])cc1,10.2,3.9,-2.1,-24.3,1.8,12.8,4.7,2.5,0.0
CC(C)(C)c1cc(N2CCOCC2)n2ncc(-c3ccc(Cl)cc3)c2n1,-1.5,8.9,-19.1,-13.5,0.7,4.7,-0.4,5.1,0.8

2 entries drawn at random from the list so far:
structure,M5 ag,M1 PAM,M4 antag,CRFR2-BP antag,M4 ag,M4 PAM,CHRM5 PAM,M5 antag,CRFR2-BP ag
CCCOC(=O)c1ccc(Oc2cn[nH]c2-c2ccc(OC)cc2O)cc1,3.4,4.7,-7.6,-7.0,0.2,-0.3,-2.0,-0.6,-0.3
CC(=O)Nc1ccc(C(=O)N/N=C/c2ccc(F)cc2)cc1,1.4,-0.7,-14.0,45.0,0.9,5.8,6.8,3.9,1.3

(cont.)
structure,M5 ag,M1 PAM,M4 antag,CRFR2-BP antag,M4 ag,M4 PAM,CHRM5 PAM,M5 antag,CRFR2-BP ag
COC(=O)c1ccc(OCC(=O)Nc2ccccc2C(=O)NC2CC2)cc1,3.1,-6.9,0.7,2.8,14.0,1.5,-9.2,7.7,3.8
CCCOC(=O)CSC1=C(C#N)C(c2ccc3c(c2)OCO3)CC(=O)N1 (configuration not stated),-1.7,3.0,9.6,13.6,0.6,-3.6,10.8,6.6,-1.6
O=C1CCCN1CCCNC(=S)Nc1ccc(F)cc1,-3.4,6.8,-0.2,3.0,0.1,-0.8,-4.0,1.8,2.2
Cc1c(Cl)cccc1NC(=O)CN1CCC(NC(=O)C2CCCCC2)CC1,-0.2,2.6,-3.8,2.3,0.2,2.2,-9.8,5.6,1.0
O=C(O)CSc1ncnc2nc[nH]c12,0.5,-1.4,2.4,15.3,0.1,0.3,1.5,2.8,-2.7
CC(NC(=O)c1ccco1)C(c1cccs1)N1CCN(c2ccccc2)CC1 (configuration not stated),-0.7,2.5,4.8,-2.8,2.9,-3.5,-3.6,-0.4,0.0
O=C(CSc1ncn(-c2ccccc2)n1)Nc1nc2ccccc2s1,3.0,-9.2,7.4,-11.6,2.4,-6.6,-10.6,-6.1,2.2
CCN(CC(=O)NC(C)C)C(=O)[C@@H](NC(=O)c1ccco1)C(C)C,1.7,10.2,-12.8,-8.6,1.6,6.6,7.3,0.9,-1.4
O=C(CCNS(=O)(=O)/C=C/c1ccccc1)NCCc1c[nH]c2ccccc12,0.3,4.7,-1.5,10.6,6.2,-11.0,0.2,8.4,-1.5
COc1ccccc1C1NC(=O)CS1 (configuration not stated),-1.3,-0.3,-2.8,-1.2,2.3,14.2,0.6,-5.1,1.4
COc1ccc(C[C@H]2CN3C(=NC[C@@H]3C(C)C)N2C[C@H](C)NC(=O)c2ccc(C)c(Br)c2)cc1,-8.1,-7.5,12.8,-6.6,3.5,-3.2,2.6,7.1,0.3
CN1CCN(C(=O)c2ccc(S(=O)(=O)c3ccc(Br)cc3)cc2)CC1,-0.5,7.0,5.7,2.7,2.8,0.1,2.2,-1.8,0.8
O=S(=O)(c1ccc(Br)cc1Cl)N1CCCN(c2ccc(C(F)(F)F)cn2)CC1,-3.7,-8.8,5.5,-5.3,-0.3,-7.5,-4.3,16.3,5.7
CCC(C)Sc1ccc([C@H]2N[C@@](CC(C)C)(C(=O)OC)[C@H]3C(=O)N(C)C(=O)[C@@H]23)cc1 (some centres not stated),0.4,-0.3,-8.2,4.5,-0.2,5.1,-11.0,5.7,0.4
COCCNC(=O)C(=O)NNS(=O)(=O)c1ccc2ccccc2c1,-3.9,8.3,3.2,-0.7,1.6,1.2,-3.0,-5.8,-2.0
CCCS(=O)(=O)c1nc(S(=O)(=O)c2ccc(C)cc2)c(N2CCN(C)CC2)s1,-7.5,1.4,-13.0,-6.1,2.2,-0.1,-1.9,10.4,-0.2
CCc1cc2ccc(C)cc2nc1SCC(=O)NC1CCCC1,-3.1,5.1,-12.9,-6.9,6.4,2.0,-0.5,15.1,-2.3
Cc1oc(-c2cccc(Cl)c2)nc1CN1CCC(C(=O)NCc2ccco2)CC1,-0.8,-0.8,7.4,-19.6,0.7,-7.5,-6.3,0.2,-2.3
CCOc1ccc(NC(=O)CSc2nc3ccccc3c(=O)n2Cc2cccs2)cc1,0.8,3.9,7.5,-24.0,0.5,-2.3,-1.0,8.6,2.6
CSCC(=O)N1CCCC(C(=O)c2cc(F)ccc2F)C1 (configuration not stated),-0.5,7.9,-16.0,-2.8,1.2,1.4,-4.4,1.2,2.1
COc1ccc(C2c3[nH]c4ccccc4c3C[C@H]3C(=O)N(CC(C)C)CC(=O)N23)c(OC)c1 (some centres not stated),-2.2,12.2,-10.3,-17.7,4.2,-0.9,-1.6,4.7,-2.9
Clc1ccc(C[n+]2cc(-c3ccccc3)n3c2CCC3)cc1,-9.1,2.7,6.3,-25.8,8.9,-8.9,-7.0,12.6,-1.6
N#CCSc1ncnc2c1cnn2CCO,1.3,10.8,6.7,-1.0,0.5,-1.2,0.5,6.0,-0.3
Cc1ccc(S(=O)(=O)N(C)c2ccc(C(=O)Nc3cccnc3)cc2)cc1,-3.0,-1.3,-8.6,12.8,14.3,-0.8,-13.2,0.1,-12.8
O=c1[nH]nnc2c1sc1nc(N3CCOCC3)c3c(c12)CCCC3,2.4,-1.4,-2.1,-4.5,0.9,9.5,8.5,-8.5,-0.7
Cc1cc(N2CCN(S(=O)(=O)c3ccc(Cl)cc3)CC2)c2ccccc2n1,-1.5,-11.8,25.9,62.4*,10.0,-28.5,-9.1,13.4,-0.5
Nc1c(C(=O)c2ccc(Cl)cc2)sc2nc3c(cc12)CCC3,-1.8,-0.4,9.8,-25.3,1.4,23.0*,-1.7,6.8,10.5
COc1cc(C2CC(=O)c3cnc(NC(=O)c4ccco4)nc3C2)cc(OC)c1OC (configuration not stated),-0.8,2.0,13.2,-7.8,1.4,-7.4,-5.4,18.6,-0.9
CCOC(=O)N1CCN(CC(=O)Nc2nccs2)CC1,0.7,-1.9,-1.5,-4.0,-1.2,0.0,-4.1,4.5,-1.0

Assay outcomes as filed in PubChem BioAssay.
